Screens as filed in PubChem.
p47phox inh = p47phox (human) inhibition. 0.53% of 220,000 active. p47phox/p22phox peptide binding, fluorescence polarization, 2 h. P14598. inhibition, % at 24.7 µM. AID 1274;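 active = inhibition above about 30%, limit read from the data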;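 also: 0% = p47phox with labelled peptide and 100% = labelled peptide alone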
Target sequence (P14598 whole entry, looked up): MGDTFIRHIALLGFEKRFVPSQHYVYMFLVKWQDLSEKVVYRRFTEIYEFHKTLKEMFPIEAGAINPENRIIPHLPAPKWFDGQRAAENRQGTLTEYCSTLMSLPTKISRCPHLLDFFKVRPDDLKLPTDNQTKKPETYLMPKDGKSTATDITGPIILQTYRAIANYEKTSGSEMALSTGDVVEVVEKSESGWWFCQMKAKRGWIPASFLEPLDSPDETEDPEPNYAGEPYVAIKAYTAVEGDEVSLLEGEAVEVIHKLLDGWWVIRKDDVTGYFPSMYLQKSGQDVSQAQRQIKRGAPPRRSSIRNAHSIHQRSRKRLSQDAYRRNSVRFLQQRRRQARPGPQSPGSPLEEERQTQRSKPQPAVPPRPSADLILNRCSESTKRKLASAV
Tb hexokinase = T. brucei hexokinase 1 inhibition; recombinant TbHK1, G6PDH-coupled NADH A340; inhibition, % at 10 µM; 0.11% of 220,000 active; AID 1430;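 active = inhibition of 50% or more in the single-dose primary screen; inactive = inhibition below 50%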
PPC-1+TRAIL kill = PPC-1 cancer cell killing with TRAIL present | PPC-1 cells + TRAIL, ATPLite viability luminescence | cell killing (% activity), % at 4 µM | 0.41% of 220,000 active;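 active = cell killing above 50% in the first pass at 4 µM, then a duplicate retest at 5 µM averaging 50% or more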;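 also: plate controls were cells with TRAIL plus DMSO for no effect and medium-only wells lacking cells for full effect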
EP2 antag = EP2 receptor (human) inhibition | C6 glioma cells expressing human EP2, cAMP TR-FRET; cells stimulated with saturating PGE2 | inhibition, % at 25 µM | 0.52% of 260,000 active;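 active = percent inhibition above 40 after rounding to a whole number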;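 also: rat C6 glioma host cells with rolipram phosphodiesterase inhibitor present; the protocol text gives 20 µM as final concentration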
Target sequence (P43116 whole entry, looked up): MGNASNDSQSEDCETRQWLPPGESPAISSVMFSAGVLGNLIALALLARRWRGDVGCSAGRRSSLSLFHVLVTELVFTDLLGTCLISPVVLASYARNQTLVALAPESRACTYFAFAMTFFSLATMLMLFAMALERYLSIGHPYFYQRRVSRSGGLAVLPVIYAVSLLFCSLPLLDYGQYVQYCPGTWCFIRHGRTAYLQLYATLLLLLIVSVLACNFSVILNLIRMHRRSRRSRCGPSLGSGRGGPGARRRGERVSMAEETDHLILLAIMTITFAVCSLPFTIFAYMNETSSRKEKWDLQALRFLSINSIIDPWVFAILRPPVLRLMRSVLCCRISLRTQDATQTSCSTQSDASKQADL
RBBP9 inhibitor = blocks human serine hydrolase RBBP9 | O75884 | recombinant RBBP9, FP-Rh probe fluorescence polarization | inhibition, % at 7.94 µM | 0.2% of 220,000 active | AID 1515;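 active = inhibition above the campaign mean of all tested compounds plus 3 SD, cut at about 14% in these data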;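 also: plate controls were DMSO wells with RBBP9 for no effect and wells lacking RBBP9 protein for full effect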
Target sequence (O75884 whole entry, looked up): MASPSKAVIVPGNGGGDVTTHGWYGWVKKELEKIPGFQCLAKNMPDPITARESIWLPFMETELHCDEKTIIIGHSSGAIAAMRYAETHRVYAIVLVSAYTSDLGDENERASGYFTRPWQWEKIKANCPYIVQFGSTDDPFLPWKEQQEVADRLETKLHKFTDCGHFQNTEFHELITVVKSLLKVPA
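Assay system: recombinant human RBBP9; Reagent: Serine-hydrolase probe FP-Rh, 375 nM pre-mixing; Doses: 7.94 µM single dose, 0.794% DMSO; Incubation: 30 min then 45 min, 25 °C; Detection: fluorescence polarization (mP), excitation 525 nm, emission 598 nm; Evaluation: percent inhibition from mP, scaled between DMSO and no-protein wells.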
p97 ATPase inh = human p97 ATPase inhibition; P55072; recombinant p97 ATPase, Kinase-Glo ATP luminescence, 3 h; inhibition, % at 8 µM; 0.42% of 220,000 active; AID 1481; in the data active = inhibition above about 15%;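 also: 0% = DMSO vehicle and 100% = wells lacking enzyme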
Ba/F3 V617F tox = loss of viability in JAK2V617F-driven Ba/F3 cells; inhibition, % at 5.6 µM; Ba/F3 EpoR-JAK2V617F viability, ATP luminescence; 1.1% of 220,000 active;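 active = inhibition above the campaign mean plus 3 SD over all tested compounds, cut at about 24% in these data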;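 also: cytokine-independent growth of Ba/F3 cells driven by EpoR plus mutant JAK2; 0% = DMSO-treated cells and 100% = JAK inhibitor I control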
BaF3 tox = counter-screen for JAK2V617F inhibitors: parental Ba/F3 viability inhibitors; CellTiter-Glo ATP luminescence; inhibition, % at 5.6 µM; 1.1% of 220,000 active;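 active = inhibition above a per-campaign cutoff, the mean inhibition of all tested compounds plus 3 SD, cut at about 27% in these data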;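 also: 0% = DMSO wells and 100% = JAK Inhibitor I control wells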
Furin inh = blocks human furin protease activity; P09958; 0.061% of 220,000 active; purified furin, fluorogenic substrate cleavage; inhibition, % at 30 µM; in the data active = inhibition above about 25%; also: inactives centre near -15
Starred values were filed as active, the others as inactive; . = not tested or not shown; + = active, no number; & = joins results of further samples; [ ] = remark or other dose.

SMILES	p47phox inh	Tb hexokinase	PPC-1+TRAIL kill	EP2 antag	RBBP9 inhibitor	p97 ATPase inh	Ba/F3 V617F tox	BaF3 tox	Furin inh
CCOC(=O)Nc1nnc(/C=C/c2ccc(OC)cc2)s1	-9.2	-19.5	22.3	7.9	-0.1	-1.7	1.8	6.8	-7.2
C=CCn1c(SCCN2CCCCC2)nc2c1c(=O)[nH]c(=O)n2C	-3.3	-7.2	15.6	11.4	-5.5	-1.2	0.0	5.6	-28.1
CCNc1nnc(-c2ccc(C)cc2)o1	-1.9	-1.5	16.1	5.1	-5.5	1.4	0.2	3.4	-13.5
COC(=O)c1ccc(N2CCN(C(C)=O)CC2)c(NC(=O)c2cccnc2)c1	-4.5	-4.3	15.9	16.7	-8.5	2.8	-5.2	4.8	-29.9
COc1ccc(CNC(=O)CCCn2nc(C)c([N+](=O)[O-])c2C)cc1	-4.2	-2.8	-8.3	7.0	-8.4	5.3	-0.7	7.0	-25.1
CN(C)/C=C(/C(=O)c1ccc(Cl)cc1Cl)S(=O)(=O)c1ccccc1	-1.9	-0.5	10.3	5.7	-1.7	0.7	-2.0	-0.1	-8.1
CCC(C)(C)NC(=O)c1cccc(NC(=O)C(C)C)c1	-1.8	-0.8	5.1	3.2	0.3	-0.9	1.1	5.5	-16.8
Cc1ccc(/C=N/NC(=O)c2ccccc2OCc2cccc(Br)c2)o1	-3.6	-14.7	-6.6	4.5	-6.8	5.4	-3.1	9.5	-13.1
COc1ccc(/C=C2/C(=O)N(CC3CCCO3)C(=S)N2C)c(OC)c1 (stereo unspecified)	-37.6	-12.7	5.4	21.3	-6.9	-6.7	0.7	4.2	-3.9[20 µM]
CC1CCCN(Cc2nc3c(c(=O)n(C)c(=O)n3C)n2CC(N)=O)C1 (stereo unspecified)	-3.9	-2.5	5.4	8.4	-8.2	0.0	-2.6	-3.2	-15.9
CSCCOC(=O)COc1ccc(/C=N/NC(=O)c2nn(C)cc2Cl)cc1	-3.4	-16.5	-3.2	27.9	-3.8	-3.7	0.8	4.7	-5.0
Cc1cc(C)cc(OCC(=O)O/N=C(\N)Cc2ccc([N+](=O)[O-])cc2)c1	-1.8	-6.3	21.3	10.1	-8.7	5.8	-4.5	-3.9	-12.4
CCN1C(=O)c2cccc3c(S(=O)(=O)Nc4ccc(OC)cc4OC)ccc1c23	-2.1	-6.9	16.0	.	-6.1	-1.1	1.7	9.4	-17.7
COCCNC(=S)NC1CC2CCCC(C1)N2Cc1ccco1 (stereo unspecified)	-11.9	8.9	10.8	4.3&8.8	-0.3	-1.8	3.7	6.4	-3.0[20 µM]
Cc1cc(C)cc(OCc2nnc(SCC(=O)c3ccc(Br)cc3)o2)c1	-10.3	6.2	5.3	10.3	6.2	-1.2	-3.3	2.2	2.9[20 µM]
CCC(C)Oc1cc(-c2ccnc(Nc3cccc(Cl)c3)n2)ccn1 (stereo unspecified)	-4.1	-5.2	1.9	7.9	.	.	.	.	-13.3
O=C(Oc1ccc2c(c1)OCO2)c1cccs1	4.4	3.2	20.6	9.9	-2.6	2.8	-2.4	3.0	-34.2
CCOc1ccccc1-c1nc(-c2ccc(NC(=O)c3ccc(Br)o3)cc2)no1	-30.5	-8.8	14.4	16.3	-5.2	1.3	-0.7	3.9	-28.2[20 µM]
COc1ccc(-c2nc(S(=O)(=O)c3ccccc3)c(N3CCOCC3)o2)cc1	-3.8	-0.3	-5.6	4.8	-4.0	5.8	-2.4	6.4	-13.0
O=[N+]([O-])c1ccccc1N/N=C/c1ccc2c(c1)OCO2	-0.4	-7.3	38.3	8.8	-3.9	1.1	1.7	2.4	-18.8
Cc1cccc(CSc2nc3c(c(=O)[nH]2)CCCC3)c1	-5.8	3.2	7.1	9.1	-4.9	4.8	0.6	5.2	-35.5
OCC1(Cc2ccc(Cl)cc2)CCN(Cc2ccccc2F)CC1	-7.8	-6.4	7.9	7.8	-8.5	-0.2	2.1	-0.6	-12.0
O=C(c1ccc(NC(=S)NCc2ccc(Cl)cc2)cc1)N1CCCCC1	-5.6	-2.3	3.1	11.7	-1.8	5.7	-4.8	0.0	-26.4
COc1ccc(OC)c(/C=N/NC(=O)c2cc(-c3ccc(C)o3)nc3ccccc23)c1	+	-11.8	34.2	9.4	-1.7	3.8	0.1	4.0	-20.7
Cc1cc(C(=O)COc2cc(F)ccc2[N+](=O)[O-])c(C)n1C1CC1	-7.2	-7.8	25.0	7.2	-4.7	1.5	-0.3	-2.2	-16.0

(cont.)
SMILES	p47phox inh	Tb hexokinase	PPC-1+TRAIL kill	EP2 antag	RBBP9 inhibitor	p97 ATPase inh	Ba/F3 V617F tox	BaF3 tox	Furin inh
Cc1cc(C)nc(N2C(=O)CC(Cc3ccc(Cl)cc3)C2=O)n1 (stereo unspecified)	11.4	-6.0	3.4	6.8	-7.7	3.5	-4.1	-2.4	-32.9
CSc1ncccc1C(=O)NCC12CC3CC(CC(C3)C1)C2	-12.7	-1.4	-8.2	5.5	2.6	6.8	-1.9	2.8	-19.7
c1ccc(CN=C2Nc3ccccc3CS2)nc1	0.8	-10.2	13.4	1.8	-8.3	-4.1	2.3	2.7	-25.3
COc1ccccc1N1CCN(C(=O)Nc2ccc([N+](=O)[O-])cc2)CC1	0.2	-11.2	30.0	14.3	-4.3	-5.2	3.1	6.5	1.5
Cc1ccc(C(C2=C(O)CC(C)(C)CC2=O)C2C(=O)CC(C)(C)CC2=O)o1 (stereo unspecified)	-5.7	4.5	5.1	12.0	-3.0	1.8	-1.5	1.4	-16.1[20 µM]
COC(=O)COc1ccc(S(=O)(=O)N2CCCCCC2)cc1	2.8	-6.7	1.9	6.3	-4.0	-1.1	1.7	3.9	-20.0
O=C(c1ccccc1F)N1CCN(c2ccccc2F)CC1	-3.8	5.1	5.5	4.6	-9.4	-5.3	5.8	3.3	-15.0
O=C(Cn1nc(-c2ccccc2)nc1-c1ccccc1)N1CCOCC1	-3.0	2.0	0.3	5.2	-0.1	3.1	-2.3	1.0	-20.6
CN1CCN(C=NC2=NN(c3cccc(C(F)(F)F)c3)CC2)CC1	-0.8	-24.3	-5.1	15.3	-4.0	-4.1	3.4	9.6	-4.7
O=[N+]([O-])c1ccc(O)c(/C=N/n2cnc3ccccc32)c1	-7.2	-23.6	34.2	11.2	-1.3	9.7	-1.9	-0.7	-2.2
CC(=O)Nc1cc(C(=O)OC(C(=O)c2ccccc2)c2ccccc2)ccc1C (stereo unspecified)	49.1*	-9.7	16.2	.	-2.9	-2.5	-1.8	1.4	-14.5
OC(c1ccc(Cl)cc1)C(O)c1nc2ccccc2[nH]1 (stereo unspecified)	4.3	1.1	14.4	10.2	-1.2	0.2	-3.0	1.9	-8.1[20 µM]
COc1ccc(CC(=O)NCc2ccccc2)cc1S(=O)(=O)N1CCOCC1	4.0	1.2	-1.8	15.2	1.0	2.8	-1.2	4.2	-19.3[20 µM]
CCOC(=O)c1c(C)[nH]c(C)c1C(=O)CSc1nc(N)cc(=O)[nH]1	-29.1	4.7	-2.5	2.7	-2.9	2.5	1.1	3.3	-8.8[20 µM]
Cc1cc(C(=O)OCC(=O)NC2CCCCC2)c(C)o1	-15.2	5.3	-16.5	16.0	2.2	-5.1	1.7	5.8	-3.7[20 µM]
COc1ccc(C(c2nnnn2C2CCCC2)N2CCC(C(N)=O)CC2)c(OC)c1 (stereo unspecified)	-10.6	-1.7	-0.9	5.4	-2.9	-4.4	1.1	0.8	-14.3
O=C(COC(=O)c1cc2ccccc2oc1=O)Nc1cccc(S(=O)(=O)N2CCCCCC2)c1	1.6	-3.3	9.0	13.6	-7.1	1.8	-1.7	3.2	-19.7
CC1CCC2C(=O)N(c3ccc(Cc4ccncc4)cc3)C(=O)C2C1 (stereo unspecified)	.	7.8	11.6	4.6	-6.2	0.1	4.3	12.8	-25.2
O=C(Nc1nsc(-c2ccccc2)n1)c1ccncc1	-1.2	5.1	20.5	11.4	-11.2	-3.1	3.1	5.1	-11.9
CCOC(=O)c1sc2nc(CN3CCN(c4cccc(C(F)(F)F)c4)CC3)[nH]c(=O)c2c1C	-19.6	0.4	1.6	7.2	-11.5	-6.3	4.2	4.0	-7.4
COc1ccc(CCNC(=O)CC2SC(=NCc3ccccc3OC)NC2=O)cc1 (stereo unspecified)	-4.2	0.9	-0.7	4.0	-2.1	6.0	-3.9	-0.8	-19.2
CC1CCCN(CCCOc2ccc(Cl)cc2Br)C1 (stereo unspecified)	-3.5	-0.1	24.9	2.3	-7.3	-2.4	-0.5	4.1	-21.9
C=CCc1cc(OC)ccc1OCCOCCC(C(=O)OCC)C(=O)OCC	-0.6	30.3	20.8	6.6	-1.0	-3.5	-3.6	2.8	-8.6
Cc1cnc(NC(=O)c2ccc3c(c2)C(=O)N(Cc2ccco2)C3=O)s1	-8.8	-0.4	-16.8	18.1	-2.5	2.1	-2.2	2.7	-18.3[20 µM]
CCOC(=O)c1c2n(c3c(NCc4ccccc4)ncnc13)CCCC2	0.2	2.8	-9.6	9.1	0.9	5.5	-0.7	3.8	-18.5

Additional entries:
SMILES	p47phox inh	Tb hexokinase	PPC-1+TRAIL kill	EP2 antag	RBBP9 inhibitor	p97 ATPase inh	Ba/F3 V617F tox	BaF3 tox	Furin inh
CCOC(=O)Cn1nc(C)c(NC(=O)CCc2ccc(OC)cc2)c1C	-0.1	-2.7	6.9	24.5	3.7	0.0	2.5	10.5	-24.4
N#CC1=C(N)N(c2ccccc2)C(=O)C1	-3.1	6.5	5.6	11.6	-5.0	1.4	-2.3	5.0	-21.9[20 µM]
COc1ccc2oc(=O)c(C(=O)NCc3cccnc3)cc2c1	-2.3	-2.0	16.8	10.7	-2.2	1.8	-4.7	-1.7	-10.2[20 µM]
COc1cc(OC)cc(C(=O)NCC(=O)OCC(=O)Nc2cc(S(C)(=O)=O)ccc2Cl)c1	-1.2	-2.4	19.7	5.3	-13.5	-1.4	0.2	0.1	-6.5
O=C(c1ccco1)N1CCN(c2nc(C3CC3)nc3sc4c(c23)CCCC4)CC1	-29.6	1.4	-0.6	18.6	0.2	-2.6	3.4	5.0	-1.9
COC(=O)c1ccc(CSc2nnc3c(Cl)cc(Cl)cn23)o1	-3.8	0.3	2.8	10.0	-7.1	1.1	-2.4	2.0	-11.6
COc1cc(CCC(=O)Nc2cccc(C(F)(F)F)c2)cc(OC)c1OC	1.9	-1.2	-9.7	4.4	-5.8	-4.3	2.8	5.1	-14.8
O=c1ncn(-c2ccccc2C(F)(F)F)c2ncccc12	6.0	-3.5	-1.5	5.2	0.1	3.5	-5.0	0.2	-17.0
Cn1nc(C(F)(F)F)c(C(=O)Nc2ccc(F)cc2F)c1Oc1cccc(Cl)c1	-20.2	3.6	3.9	7.5	-4.3	0.3	1.8	2.6	-1.3[20 µM]

Only part of the results is shown; rates above refer to the full screens.
